From PubChem BioAssay
EPAC1 ag – qHTS for Agonist of cAMP-regulated guanine nucleotide exchange factor 3 (EPAC1): primary screen; Rap guanine nucleotide exchange factor 3 (Homo sapiens), O95398; EPAC1 agonist qHTS, biochemical assay; response scale: 100% = response to 6.5 mM cAMP; actives 0.073% (n = 360,000); Potency, µM (titrated, usually from 154 µM), without a hit: at the top dose activation, hits mostly activators; note: nearly all actives have a fitted effect of over 60% in size
Target sequence (O95398 whole entry, looked up): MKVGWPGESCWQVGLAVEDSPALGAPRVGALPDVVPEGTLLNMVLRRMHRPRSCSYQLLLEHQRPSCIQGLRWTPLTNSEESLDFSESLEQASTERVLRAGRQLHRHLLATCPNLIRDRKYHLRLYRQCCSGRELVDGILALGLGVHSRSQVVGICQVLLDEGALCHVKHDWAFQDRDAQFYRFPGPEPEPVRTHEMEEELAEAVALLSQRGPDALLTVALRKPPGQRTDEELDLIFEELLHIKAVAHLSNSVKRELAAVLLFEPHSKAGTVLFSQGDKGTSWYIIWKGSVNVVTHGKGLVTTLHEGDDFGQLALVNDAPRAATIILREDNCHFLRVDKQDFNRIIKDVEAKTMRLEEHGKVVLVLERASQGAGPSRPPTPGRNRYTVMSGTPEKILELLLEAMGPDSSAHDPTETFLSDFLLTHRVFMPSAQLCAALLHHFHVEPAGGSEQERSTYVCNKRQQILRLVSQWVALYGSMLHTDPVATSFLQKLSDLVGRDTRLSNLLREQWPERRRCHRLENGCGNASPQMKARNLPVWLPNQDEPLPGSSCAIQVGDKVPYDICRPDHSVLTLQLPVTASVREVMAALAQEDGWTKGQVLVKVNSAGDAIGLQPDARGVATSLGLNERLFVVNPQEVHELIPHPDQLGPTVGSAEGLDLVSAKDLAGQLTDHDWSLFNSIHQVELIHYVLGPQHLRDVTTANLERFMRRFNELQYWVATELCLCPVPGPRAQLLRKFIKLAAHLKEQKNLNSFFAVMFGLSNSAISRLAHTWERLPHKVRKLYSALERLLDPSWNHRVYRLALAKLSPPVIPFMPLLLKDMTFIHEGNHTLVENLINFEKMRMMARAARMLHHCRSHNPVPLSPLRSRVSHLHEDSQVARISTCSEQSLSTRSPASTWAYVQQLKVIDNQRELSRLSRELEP
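Normalized to 6.5 mM cAMP, activity reflects EPAC1-catalysed release of BODIPY-GDP from Rap1B, followed kinetically over 30 min at 480 nm excitation, 540 nm emission. Reaction contained 100 nM EPAC1, 250 nM Rap1B-BODIPY-GDP, 50 uM GDP.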
EPAC2 agonist – qHTS for Agonist of cAMP-regulated guanine nucleotide exchange factor 4 (EPAC2): primary screen; Rap guanine nucleotide exchange factor 4 (Homo sapiens), Q8WZA2; EPAC2 activation, biochemical qHTS; response scale: 100% = 6.5 mM cAMP response; Potency, µM (top dose mostly 154 µM), without a hit: at the top dose activation, hits mostly activators; actives 0.079% (n = 360,000); note: nearly all actives have a fitted effect of over 50% in size
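In this primary screen, activation is scored as increased exchange of BODIPY-GDP from Rap1B by 100 nM EPAC2, with 50 uM GDP as competitor. Signal is normalized to the 6.5 mM cAMP agonist control.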
FUS yeast rescue – qHTS for Suppressors of FUS Proteinopathy: Primary screen using FUS-linked yeast assay; Potency, µM (highest dose often 76.6 µM), without a hit: top-dose growth rescue (activation), hits mostly activators; S. cerevisiae FUS-expressing, growth rescue, OD600, 24 h; AID 1347120, 2019; actives 0.24% (n = 390,000);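 note: plate controls were DMSO vehicle for no effect and reference control for full effect; nearly all actives have a fitted effect of over 55% in size; some results filed as inactive show a strong effect at the top dose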
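FUS-expressing yeast, raffinose-pregrown, induced in 2% galactose minimal medium at OD 0.005; compounds in a dilution series, 24hr at 30C. Growth restoration read as absorbance at 600 nm. CP55940 positive control, DMSO negative.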
EPAC2 antag – qHTS for Antagonist of cAMP-regulated guanine nucleotide exchange factor 2 (EPAC2): primary screen. Potency, µM (top dose mostly 114 µM), for the others: top-dose activity, negative = inhibition, actives largely listed as inhibitors. EPAC2 GEF exchange of Rap1B-BODIPY-GDP, fluorescence. actives 0.18% (n = 360,000); note: % is set by controls: 0 for no effect and ±100 for the full control effect; nearly all actives have a fitted effect of over 45% in size; many of its hits are not listed in these tables
EPAC1 antag – qHTS for Antagonist of cAMP-regulated guanine nucleotide exchange factor 3 (EPAC1): primary screen; Rap guanine nucleotide exchange factor 3 (Homo sapiens), O95398; EPAC1 GEF assay, Rap1b-BODIPY-GDP exchange fluorescence; Potency, µM (highest dose often 115 µM), for inactives: at the top dose activity change, negative = inhibition, most hits filed as inhibitors; actives 0.14% (n = 360,000);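 note: plate controls were vehicle for no effect and positive control for full effect; nearly all actives have a fitted effect of over 50% in size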
PTHR1 agonist – qHTS for PTHR1 Agonists: Primary Screen | HEK293 GP2 PTHR1 cells, GloSensor cAMP luminescence, 1 h | AID 743266, 2014 | Potency, µM (doses to about 115 µM), for the others: at the top dose activation, most hits filed as activators | actives 0.075% (n = 410,000); note: nearly all actives have a fitted effect of over 55% in size; some results filed as inactive show a strong effect at the top dose; inactives centre near -15; many of its hits are not listed in these tables
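HEK-293-derived GP2 cells expressing PTHR1 and a GloSensor cAMP reporter, 3,000/well, plated overnight, given luciferin plus IBMX (each 0.5 mM as added) for 1 h at 37 °C, then compound for 1 h at 37 °C. Luminescence was read after 15 min at room temperature.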
TDP-43 yeast inh – qHTS of TDP-43 Inhibitors. TDP-43 expressing yeast growth rescue, BacTiter-Glo, 24 h. Potency, µM (doses to about 46.1 µM), for the others: at the highest dose growth rescue (activation), actives largely listed as activators. actives 1.8% (n = 410,000); note: % of control where 0% means no effect; nearly all actives have a fitted effect of over 50% in size
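Yeast cells expressing TDP-43 under galactose induction are exposed to compounds for 24 hr at 30 deg C. BacTiter-Glo luminescence measures growth, so protective compounds score as activators.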
aSyn rescue – qHTS of alpha-syn Inhibitors | actives 0.14% (n = 370,000) | Potency, µM (highest dose often 46.1 µM), for the others: at the top dose growth rescue (activation), hits mostly activators | AID 652106, 2013 | Yeast expressing alpha-synuclein, growth rescue, BacTiter-Glo, 24 h; note: % of control where 0% means no effect; nearly all actives have a fitted effect of over 65% in size
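Galactose-induced alpha-syn yeast (OD600=0.02, raffinose-pregrown) + pinned cpd, 24 hr, 30 deg C; growth by BacTiter-Glo luminescence. Growth restoration scores as activation.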
* hit, by the source's call; i = inactive; u = inconclusive; x = not tested or not shown; [ ] = remark or other dose. Calls come from the whole dose curve; as a rule, active = well fitted curve in the direction sought with a large enough effect; inconclusive = small, poorly fitted or top-dose-only effect, or another doubt; inactive = no such curve, though single readings can be large; an effect the other way counts as inactive or inconclusive. Potency is the fitted concentration of half-maximal effect. Not all compounds are listed, so the mix of outcomes need not match the whole.

Molecule	TDP-43 yeast inh	aSyn rescue	EPAC2 antag	EPAC2 agonist	EPAC1 antag	PTHR1 agonist	EPAC1 ag	FUS yeast rescue
C#CCOCCOCCOCCNc1nc(N2CCN(C(=O)[C@H]([C@@H](C)CC)n3cc([C@@H](N)CO)nn3)CC2)nc(N2CCN(C(=O)[C@H]([C@@H](C)CC)n3cc([C@@H](N)Cc4ccc(O)cc4)nn3)CC2)n1	9%	-2%	-3%	4%	-5%	-18%	3%	17%
COc1cc(OC)cc(C(=O)NCCCCNC(=O)c2cc(OC)cc(OC)c2)c1	13%	-2%	2%	5%	11%	i	-1%	4%
O=C(O)CSc1ncnc2scc(-c3ccc(Br)cc3)c12	4%	4%	-1%	5%	-3%	i	-5%	4%
COc1ccc2[nH]c(O)c(N=O)c2c1	7%	-4%	-4%	4%	1%	-23%	5%	-12%
CC(C)(C)C(=O)c1sc2nc(-c3cccs3)cc(C(F)(F)F)c2c1N	27%	-1%	64%[activator]	-78%[inhibitor]	26%	-11%	4%	19%
CCOC(=O)c1c(NC(=O)CSc2nc3ccccc3s2)sc(C(C)=O)c1C	-13%	20%	-6%	19%	1%	-17%	18%	37%
Cn1c(CN(O)S(=O)(=O)c2ccc(Cl)cc2)nnc1C(F)(F)F	3%	1%	1%	2%	-1%	i	16%	5%
O=C(c1cccs1)N1CCN(C2CCN(Cc3ccccc3)CC2)CC1	-9%	9%	17%	1%	14%	-1%[57.5 µM]	-3%	17%
O=C(COC(=O)CSc1ccccc1)NCCNC(=O)COC(=O)CSc1ccccc1	15%	1%	-13%	-1%	u	i	27%	28%
Cc1cc(=O)oc2c(C)c(OC(=O)c3ccco3)ccc12	12%	16%	10%	4%	7%	i	3%	11%
CCOC(=O)C1(Cc2cccc(F)c2)CCN(Cc2cnn(CC)c2)CC1	-11%	-3%	4%	-3%	3%	i	-7%	-1%
O=C(NCc1ccccc1)OCCN1CCN(Cc2ccccc2)CCC1=O	-17%	-8%	16%	12%	-6%	-7%	-8%	-6%
O=S(=O)(Nc1ccccc1Cl)c1ccc2[nH]c(=S)oc2c1	18%	-4%	-10%	-3%	-4%	-22%	-1%	x
O=C(NCCCCl)C1CC(=O)N(CCc2ccc(F)cc2)C1 (stereo not drawn)	-6%	-8%	3%	3%	-4%	i	5%	-16%
O=C(NCc1cccs1)c1csc2ccccc12	0%	15%	8%	6%	-2%	i	2%	31%
CC(Oc1ccc(F)cc1)C(=O)Nc1ccccc1N1CCCCC1 (stereo not drawn)	12%	4%	-25%	-5%	7%	-6%	4%	x
O=C(c1cc2ccccc2o1)N1CCN(CCOc2ccccc2)CC1	-22%	-4%	8%	-1%	-7%	-29%	7%	19%
Cc1ccc(CN(C)C(=O)COC(=O)CSc2ccc(C(N)=O)cc2[N+](=O)[O-])cc1	21%	0%	-13%	1%	-6%	-29%	2%	3%
COC(=O)CN1C(=O)C(O)(CC(=O)c2ccccc2)c2ccccc21 (stereo not drawn)	2%	3%	-5%[57.1 µM]	22%	1%	i	8%	-17%
O=C(CNC(=O)c1ccco1)OCC(=O)c1ccccc1Cl	3%	-1%	13%	-1%	16%	i	-2%	-17%
COc1ccccc1CN1CCSCC1	-21%	-3%	7%	12%	-17%	4%	12%	8%
Cc1ccc(SCC(=O)n2nc(C)cc2C)cc1	-25%	-8%	20%	8%	13%	u	5%	36%
COc1ccc(C(CC(=O)Nc2ccccc2OC)n2cccc2)cc1 (stereo not drawn)	-18%	0%	-2%	15%	-12%	0%	-1%	24%
O=C(NC(=O)c1cccc(F)c1)Nc1nc(-c2ccc(F)cc2)cc(C(F)(F)F)n1	-9%	-10%	9%	7%	-24%	-18%	-2%	17%
CN(c1ccc(C(=O)N2CCN(Cc3ccc4c(c3)OCO4)CC2)cc1)S(=O)(=O)c1ccccc1	-3%	3%	-6%	10%	-6%	-37%	9%	16%
O=C1CC[C@H](O)CCN1[C@H](CSc1ccccc1)Cc1ccccc1	13%	5%	-2%	u	1%	-11%	2%	2%
COc1ccc(OC)c(NC(=O)CNC(=O)Cn2cnc3ccccc3c2=O)c1	4%	0%	-3%	-5%	-13%	i	0%	-5%
CC(=O)C(Sc1nnnn1-c1ccccc1)C(C)=O	u	-15%	8%	11%	-6%	-13%	9%	-1%
COC(=O)c1sc(C(=O)OC)c(C(=O)OC)c1C(=O)OC	10%	7%	2%	11%	14%	i	-6%	x
Cc1ccccc1Nc1nc(N)nc(COC(=O)C(NC(=O)c2ccco2)C(C)C)n1 (stereo not drawn)	14%	3%	-15%	-1%	2%	2%[57.5 µM]	2%	18%

10 compounds already listed, ordered by heavy-atom count, lowest first.
Molecule	TDP-43 yeast inh	aSyn rescue	EPAC2 antag	EPAC2 agonist	EPAC1 antag	PTHR1 agonist	EPAC1 ag	FUS yeast rescue
O=C(NCc1cccs1)c1csc2ccccc12	0%	15%	8%	6%	-2%	i	2%	31%
CC(=O)C(Sc1nnnn1-c1ccccc1)C(C)=O	u	-15%	8%	11%	-6%	-13%	9%	-1%
O=C(O)CSc1ncnc2scc(-c3ccc(Br)cc3)c12	4%	4%	-1%	5%	-3%	i	-5%	4%
O=C(CNC(=O)c1ccco1)OCC(=O)c1ccccc1Cl	3%	-1%	13%	-1%	16%	i	-2%	-17%
Cn1c(CN(O)S(=O)(=O)c2ccc(Cl)cc2)nnc1C(F)(F)F	3%	1%	1%	2%	-1%	i	16%	5%
CC(C)(C)C(=O)c1sc2nc(-c3cccs3)cc(C(F)(F)F)c2c1N	27%	-1%	64%[activator]	-78%[inhibitor]	26%	-11%	4%	19%
O=C(c1cc2ccccc2o1)N1CCN(CCOc2ccccc2)CC1	-22%	-4%	8%	-1%	-7%	-29%	7%	19%
CCOC(=O)c1c(NC(=O)CSc2nc3ccccc3s2)sc(C(C)=O)c1C	-13%	20%	-6%	19%	1%	-17%	18%	37%
O=C(NC(=O)c1cccc(F)c1)Nc1nc(-c2ccc(F)cc2)cc(C(F)(F)F)n1	-9%	-10%	9%	7%	-24%	-18%	-2%	17%
CN(c1ccc(C(=O)N2CCN(Cc3ccc4c(c3)OCO4)CC2)cc1)S(=O)(=O)c1ccccc1	-3%	3%	-6%	10%	-6%	-37%	9%	16%

New compounds follow:
Molecule	TDP-43 yeast inh	aSyn rescue	EPAC2 antag	EPAC2 agonist	EPAC1 antag	PTHR1 agonist	EPAC1 ag	FUS yeast rescue
O=C(N/N=C/c1ccc(Cl)c([N+](=O)[O-])c1)c1ccc2nc[nH]c2c1	19%	1%	0%	7%	-11%	-15%[57.5 µM]	2%	25%
Nc1ccc(S(=O)(=O)NC(=O)c2ccccc2)cc1	14%	7%	2%	13%	-22%	u	-12%	-40%
CCOC(=O)Cc1csc(NC(=O)CSC2=NCCS2)n1	5%	4%	-2%	-5%	14%	-2%	1%	-1%
O=C(CSc1nc(O)c(C2CCCCC2)c(=O)[nH]1)Nc1ccc(F)cc1	-3%	6%	-5%	1%	-5%	-19%	-4%	10%
Cc1ccc(SCC(=O)c2cc(C)c(OC(=S)N(C)C)c(C)c2)cc1	-5%	-1%	0%	0%	13%	-8%[57.5 µM]	18%	2%
COc1ccc(CC(=O)N/N=C(/C)CC(=O)N(C)c2ccccc2)cc1	-1%	-4%	-18%	9%	5%	i	6%	-11%
O=C(O)C1CSC(c2ccco2)N1 (stereo not drawn)	-9%	-1%	-1%	-1%	u	i	3%	14%
O=C(CN1CCN(c2ccc(Cl)cc2)CC1)c1ccc2c(c1)OCO2	11%	-5%	7%	5%	15%	-4%[57.5 µM]	9%	16%
c1ccc(-c2nc(NCC3CCCO3)c3ccccc3n2)nc1 (stereo not drawn)	-19%	x	5%	11%	-8%	-8%	-2%	26%
O=S(=O)(c1ccc(Cl)nc1)N1CCc2ccccc21	15%	3%	-29%	5%	8%	-46%[inhibitor]	6%	-22%
O=C(Nc1ccccc1)NC1CCCCC1	-4%	1%	2%	3%	-12%	-20%[57.5 µM]	-1%	-9%
CCCCn1c(NCc2ccccc2NS(=O)(=O)c2ccc(C)cc2)nc2ccccc21	-11%	3%	-3%	17%	-13%	-41%[inhibitor][57.5 µM]	18%	-1%
Cc1cc(C)nc(N=Nc2c(O)n(Cc3ccc(Cl)cc3)c3ccccc23)n1	-9%	-1%	-3%	-12%	3%	-21%	-6%	19%
Cc1cccc(N2CCN(C(=O)c3cccc(N4C(=O)C5C6C=CC(C6)C5C4=O)c3)CC2)c1C (stereo not drawn)	u	8%	-11%	3%	-3%	-32%[inhibitor]	0%	18%
CCC(C)(C)n1nnnc1CN(Cc1ccc(Cl)cc1)Cc1ccco1	0%	u	-17%	7%	-9%	-44%[inhibitor]	-4%	x
COc1ccc(CN2CCNC(=O)C2CC(=O)N2CCc3ccccc3C2)c(OC)c1 (stereo not drawn)	-36%[inhibitor]	3%	3%	-3%	-8%	i	-11%	7%
O=c1[nH]c(-c2ccccc2)ncc1Oc1ccccc1	5%	-13%	4%	2%	5%	-25%	13%	-20%
